# SENP6 inh: SENP6 protease inhibitors, primary screen, biochemical, luminescence, uHTS; Recombinant SENP6 catalytic domain, aminoluciferin luminescence; hit rate 1.8% among 330,000; Sentrin-specific protease 6 (Homo sapiens), Q9GZR1; inhibition, % at 10 µM;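 active means inhibition above about 50% at the single tested dose, limit read from the data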;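 further: plate controls were DMSO wells with enzyme for no effect and DMSO wells lacking enzyme for full effect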
# HKDC1 inhibitor: HKDC1 hexokinase inhibitors, primary screen, biochemical, fluorescence, uHTS. Q2TB90. recombinant HKDC1, G6PDH/diaphorase resazurin coupled fluorescence. inhibition, % at 20 µM. hit rate 0.16% among 340,000. AID 493160, 2011;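 active means inhibition above about 35% when tested at 20 µM, limit read from the data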;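 further: plate controls were DMSO wells with enzyme for no effect and DMSO wells lacking enzyme for full effect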
#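 Test system: Recombinant HKDC1 (HK5) hexokinase enzyme, produced in-house | Input: HKDC1 at 5 µg/mL | Buffer or medium: Tris pH 8.0 buffer with MgCl2, Tween-20, BSA, BME | Schedule: 90 min reaction incubation at room temperature, dark | Technique: Resazurin-to-resorufin fluorescence via G6PDH and diaphorase coupling, 525/613 nm | Controls: DMSO wells with and without enzyme mix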
# PfG6PD inh: PfG6PD enzyme inhibitors, primary screen, biochemical, fluorescence intensity, uHTS. inhibition, % at 20 µM. AID 504690, 2011. PfGluPho enzyme, NADPH resazurin-diaphorase fluorescence. hit rate 0.78% among 350,000. glucose-6-phosphate dehydrogenase-6-phosphogluconolactonase (Plasmodium falciparum 3D7);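 active means inhibition reaching at least a set limit at 20 µM in the primary screen, cut at about 59% in these data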;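 further: 0% = DMSO wells with substrate and 100% = DMSO wells lacking glucose-6-phosphate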
# SENP7 block: SENP7 protease inhibitors, primary screen, biochemical, luminescence, uHTS; Sentrin-specific protease 7 (Homo sapiens), Q9BQF6; recombinant SENP7, Z-RLRGG-aminoluciferin luminescence, 40 min; inhibition, % at 5 µM; hit rate 1.5% among 330,000;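 active means inhibition above about 50% at the single test dose, limit read from the data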;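 further: plate controls were DMSO with enzyme for no effect and no enzyme buffer wells for full effect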
# SENP8 inh: human SENP8 protease inhibitors, primary screen, biochemical, fluorescence, Nedd8 protein substrate, uHTS. hit rate 0.64% among 360,000. inhibition, % at 20 µM. Sentrin-specific protease 8 (Homo sapiens), Q96LD8. recombinant SENP8; in the data active means inhibition mostly above about 40%, no sharp cut-off; inactive means mostly below about 27%
# Target sequence (Q96LD8 whole entry, looked up): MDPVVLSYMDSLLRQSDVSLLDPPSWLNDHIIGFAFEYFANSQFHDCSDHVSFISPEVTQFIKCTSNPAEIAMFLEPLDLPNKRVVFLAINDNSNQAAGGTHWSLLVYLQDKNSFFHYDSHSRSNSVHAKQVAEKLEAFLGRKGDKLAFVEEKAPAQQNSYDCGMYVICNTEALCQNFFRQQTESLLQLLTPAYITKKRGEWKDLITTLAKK
# ATG4B inhibitor: ATG4B protease inhibitors, primary screen, biochemical, fluorescence, uHTS; ATG4B cleavage of LC3-PLA2, NBD-HPC fluorescence, 1 h; Cysteine protease ATG4B (Homo sapiens), Q9Y4P1; inhibition, % at 8.33 µM; hit rate 0.51% among 340,000; AID 504462, 2011; in the data active means inhibition above about 40%
# Target sequence (Q9Y4P1 whole entry, looked up): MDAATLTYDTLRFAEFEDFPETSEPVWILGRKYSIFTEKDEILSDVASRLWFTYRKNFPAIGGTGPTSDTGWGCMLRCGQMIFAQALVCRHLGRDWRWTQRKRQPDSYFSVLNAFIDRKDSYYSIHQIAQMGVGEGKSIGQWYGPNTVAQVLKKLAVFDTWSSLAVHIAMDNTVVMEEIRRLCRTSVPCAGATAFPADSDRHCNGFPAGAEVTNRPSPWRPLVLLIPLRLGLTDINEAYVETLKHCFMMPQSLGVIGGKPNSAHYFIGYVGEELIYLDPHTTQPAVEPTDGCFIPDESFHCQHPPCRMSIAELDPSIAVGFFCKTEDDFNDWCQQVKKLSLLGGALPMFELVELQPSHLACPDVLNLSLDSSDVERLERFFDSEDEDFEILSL
# GRIN3A LBD mod: binders of NR3A ligand-binding domain, primary screen, biophysical, differential scanning fluorimetry, uHTS. NR3A LBD differential scanning fluorimetry, Tm shift; 0% = protein alone, 100% = glycine-bound protein. hit rate 2.5% among 340,000. Tm shift relative to glycine control, % at 25 µM. AID 1259313, 2017;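 active means melting temperature shift of at least 10% of the positive control shift, at one fixed dose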
# MPTP inh: mitochondrial permeability transition pore inhibitors, primary screen, biochemical, isolated mouse mitochondria, absorbance; Ca2+ swelling absorbance, 30 min; inhibition, % at 10 µM; hit rate 1.4% among 360,000; AID 602449, 2012;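 active means inhibition of 50% or more, scaled per plate between neutral and stimulator controls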;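 further: 0% = DMSO wells given calcium and 100% = 1 mM EGTA wells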
# * marks the source's active call; other numbers are inactive results.
SMILES,SENP6 inh,HKDC1 inhibitor,PfG6PD inh,SENP7 block,SENP8 inh,ATG4B inhibitor,GRIN3A LBD mod,MPTP inh
COCC(=O)OCC(=O)Nc1cc(C)c(C)cc1[N+](=O)[O-],-6,-8,-4,0,1,1,-3,0.1
COC(=O)c1c(NC(=O)C2C3CCC(O3)C2C(=O)O)sc2c1CCCCCC2 (stereo not drawn),6,-4,-25,2,-65,-1,-1,1.1
CSc1ncc(C(=O)Nc2cccc(Cl)c2)c(C)n1,2,-2,16,4,-10,-9,1,0.2
Cc1ccc(C(=O)NC(=S)Nc2ccccc2C(F)(F)F)cc1,-19,-6,17,-2,15,19,-2,5.8
O=C(NCC1CCCN(Cc2ccc3nonc3c2)C1)c1cccc(C(F)(F)F)c1 (stereo not drawn),-6,-7,-5,4,12,-2,-5,1.6
COc1ccc(CCN2CC(C(=O)NCC3(O)CCCCC3)CCC2=O)cc1 (stereo not drawn),-7,-9,-22,15,3,5,1,2.5
CCOc1nc(C)ccc1-c1noc(-c2ccncc2)n1,-8,-2,2,-8,7,-3,-1,0.5
Cc1nn(C)c(=O)n1-c1ccccc1,0,-8,7,-6,19,3,-1,-0.9
Cc1ccc2nc(SCC(=O)c3c(N)n(C4CC4)c(=O)[nH]c3=O)[nH]c2c1,-6,0,4,7,6,1,-1,0.1
COC(=O)CSc1nnc(CCc2nc3ccccc3[nH]2)n1C,-14,-5,-15,5,-3,5,1,0.4
O=C(COc1cccc2c1CCN(Cc1ccc(Br)cc1)C2=O)NCc1ccco1,9,-2,2,4,4,-7,0,5.5
Cc1ccccc1OCCC(=O)OCC(=O)NC1CCCCC1,-17,-4,11,5,4,2,0,-0.1
COc1ccc(NS(=O)(=O)c2cccc(C(=O)N/N=C(\C)c3ccc(-n4ccnc4)cc3)c2)cc1,0,-1,-8,8,21,-10,-5,-1.5
Cc1onc(-c2ccccc2)c1NC(=O)N(CCC(=O)O)Cc1ccccc1,-4,-2,1,-1,7,-5,1,0.3
COc1ccccc1-n1cc(CN2CCN(CC=C(C)C)C(CCO)C2)cn1 (stereo not drawn),14,-9,-24,2,26,-5,2,1.5
O=C(CN1C(=O)NC2(CCCC2)C1=O)OCc1cccc(Br)c1,-6,-3,10,-9,0,-6,4,-3.8
O=C(CSc1nc2ncccc2[nH]1)NCCc1ccccc1,-19,-2,2,-12,2,-6,0,-2.6
Nc1nc2ccc(NC(=O)c3ccco3)cc2s1,-23,-4,16,11,5,-3,-2,1.2
CCC1CCCCN1C(=O)COC(=O)CSc1ccc(C(N)=O)cc1[N+](=O)[O-] (stereo not drawn),3,-1,6,-2,10,-26,1,0.0
COc1cc(/C=N/Nc2nc(N3CCCC3)nc(N3CCCC3)n2)ccc1O,4,-8,5,6,-12,-10,-2,-0.4
CC1(C)OC(=O)N(Cc2ccco2)C1(C)O (stereo not drawn),9,4,-6,3,15,1,-1,-4.7
COCCN(Cc1ccccc1)C(=O)C1CCN(C(=O)Nc2ccccc2)CC1,-2,1,-6,-3,-3,-10,1,0.9
Cc1[nH]c(=O)nc(SCc2cccc(Cl)c2)c1C#N,-19,1,-17,-5,2,21,-4,0.9
O=C(Cc1ccc(S(=O)(=O)N2CCOCC2)s1)NCCC(c1ccccc1)c1ccccc1,-10,17,17,-6,21,-22,-7,3.7
Cc1c(C)n(O)c2ccc3nonc3c12,13,10,36,5,-250,8,-5,8.8
CCOc1ccccc1CN1CCN(Cc2cccc3c2OCO3)CC1CCO (stereo not drawn),-6,-15,-1,2,-4,-6,-4,2.5
COc1ccccc1NS(=O)(=O)c1cc(NC(=O)Cc2n[nH]c(=O)c3ccccc23)ccc1Cl,-27,6,14,-11,7,-9,-2,0.7
Cc1[nH]c2c(Cl)cccc2c(=O)c1CN1CCCCCC1,13,-3,6,-8,12,-7,-1,0.1
Cc1ccc(/C=N/n2cnc3sc4c(c3c2=O)CCCC4)o1,-16,-2,8,-5,7,8,0,-1.2
O=C(C1CCC(N2C(=O)C3CC=CCC3C2=O)CC1)N1CCCCC1 (stereo not drawn),-14,-11,-8,-1,15,-7,-2,-1.1
Cc1cc(C)cc(NC(=S)NCCN2CCOCC2)c1,-17,2,-2,1,15,-7,0,-3.8
COc1ccc(NC(=S)N(CCN(C)C)C(C)c2ccco2)cc1Cl (stereo not drawn),-8,-6,39,-6,4,-6,3,-0.3
CN1CCSc2ccc(C(=O)Nc3ccc(Cl)cc3)cc21,-28,-2,20,5,-424,10,-4,6.9
O=C(NC1CCCCC1)c1cc(-c2cccc(Cl)c2)on1,-1,-2,10,-11,3,0,0,2.0
CCn1c(Cc2ccccc2)nnc1SCC(=O)c1c(N)n(C2CC2)c(=O)[nH]c1=O,-8,-5,3,1,8,2,0,0.7
CCOC(=O)C1CCN(C(=O)C2CCN(c3ncnc4c3nc3n4CCCCC3)CC2)CC1,5,0,-28,-1,-8,21,2,-0.9
Cc1sc2ncnc(N3CCC(C(=O)N(CC(C)C)c4nc5ccccc5s4)CC3)c2c1C,-5,0,4,5,7,9,0,-0.8
CC(=O)N1N=C(c2ccco2)CC1c1ccc(C)cc1 (stereo not drawn),-2,-4,-5,-8,12,5,0,0.4
O=C(COc1ccc(/C=N/NC(=O)CSCc2ccc([N+](=O)[O-])cc2)cc1)NCc1ccco1,6,-7,-5,5,16,-2,2,1.7
CCNS(=O)(=O)c1ccc(CCC(=O)NCc2ccccn2)cc1,16,0,-19,7,0,-9,1,1.0
CC(C)(C)c1ccc(C(=O)NNC(=O)CCC(=O)Nc2ccccc2)cc1,16,3,-2,18,3,-10,2,-2.4
COc1cc(C(=O)N2CC(C)OC(C)C2)c([N+](=O)[O-])cc1OC (stereo not drawn),9,-8,10,8,20,-1,-1,-0.6
CCCCCNC(=O)c1ccc2c(=O)n(CCCOCC)c(=S)[nH]c2c1,-7,-6,10,11,-3,-10,-2,0.5
COc1ccccc1C(=O)OCCN=C1NS(=O)(=O)c2ccccc21,-6,-1,-16,5,15,-1,1,0.7
CCOc1ccccc1Nc1nc2ccccc2n1C(C)C,3,-9,4,8,10,5,-1,0.3
COc1cc2c(cc1OC)CN(C(=S)Nc1ccccc1)CC2,13,-6,-12,6,-65,3,-3,-0.5
CC(C)(C)c1ccc(Cn2nnc3c(=O)[nH]c(C4CCCN(C(=O)c5cccs5)C4)nc32)cc1 (stereo not drawn),-11,2,-20,0,10,31,-13,1.5
O=C(CNC(=O)c1ccccc1)NCC(c1ccco1)N1CCCC1 (stereo not drawn),5,3,-1,-8,2,-7,-1,-0.9
O=C(Nc1nnc(SCC(=O)N2CCOCC2)s1)C1CC(=O)N(c2ccccc2)C1 (stereo not drawn),-11,0,-23,-7,21,-14,0,-2.1
O=C(O)c1ccccc1Nc1ccc(OC(F)F)cc1,10,-5,-7,21,15,-11,2,-1.7
COCCn1c(SCC(=O)Nc2ccccc2C(F)(F)F)nc2ccccc2c1=O,-19,-5,-2,-18,2,1,-2,0.1
CC(Sc1nncs1)C(=O)NCC(=O)Nc1ccc(F)c(F)c1F (stereo not drawn),4,-16,14,0,5,-9,1,-1.2
CS(=O)(=O)N(CC(=O)Nc1ccc(S(=O)(=O)N2CCOCC2)cc1)c1ccccc1Cl,-5,17,-9,-1,9,-3,0,-2.6
O=C(C1CC(=O)N(c2ccc(F)cc2)C1)N1CCOCC1 (stereo not drawn),-7,2,-18,4,9,-1,2,0.8
